Bioassay records: PubChem, Broad Institute
PAX8 inh HTS: PAX8 transcriptional activity inhibition | inhibition, % at 12.6 µM | actives 1.2% (n = 360,000) | RMG-I TPO-luciferase reporter, SteadyGlo, 24 h;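 active = mean replicate inhibition at least 60% with every replicate also reaching 60%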;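 also: luciferase light reporting Pax8 driven TPO promoter activity; plate controls were median of neutral control wells for no effect and mitoxantrone controls for full effect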
S100A4 inh HTS: blocks human S100A4 binding to myosin IIA peptide; inhibition, % at 10.7 µM; AID 652163; S100A4/TAMRA-MyoIIA peptide fluorescence polarization; P26447; actives 0.14% (n = 360,000);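 active = mean inhibition of at least 70% across replicates, with every replicate also reaching that level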
Target sequence (P26447 whole entry, looked up): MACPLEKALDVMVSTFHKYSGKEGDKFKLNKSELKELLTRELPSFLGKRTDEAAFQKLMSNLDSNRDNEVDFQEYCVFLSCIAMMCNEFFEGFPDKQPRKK
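Material: human S100A4 monomer with TAMRA-labelled myosin IIA peptide; buffer or medium: HEPES pH 7.2 with CaCl2, KCl, NaCl, DTT, Triton; compound dosing: one concentration per compound; schedule: 5 min incubation before reading; benchmarks: neutral control DMSO, positive control TFP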
FN deposition inh: fibronectin deposition inhibition | actives 0.086% (n = 350,000) | AH1F fibroblasts, Alexa488-fibronectin deposition fluorescence, overnight | inhibition, % at 12.6 µM;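 active = mean inhibition across replicates of 30% or more, regardless of how many single replicates reach that level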;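 also: positive control wells lacked labelled fibronectin entirely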
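Material – AH1F fibroblast monolayer, labelled fibronectin deposition · Reagent – labelled fibronectin 24 nM · Timing – 1 h adhesion, overnight exposure · Measured by – fluorescence at 485 nm excitation, 525 nm emission · Read-out – inhibition of fibronectin deposition signal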
PGC1a acetyl inh: modulators of PGC1a acetylation. U2OS PGC1a acetylation, AlphaScreen anti-acetyl-lysine; with virally co-expressed GCN5 acetyltransferase. inhibition, % at 15.6 µM. actives 0.17% (n = 350,000). AID 651687;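 active = every replicate shows inhibition of at least 40%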;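 also: 0% = neutral control wells and 100% = positive control wells; some results beyond the cut were filed as inactive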
PglD inh: inhibitors of Campylobacter jejuni PglD acetyltransferase. purified PglD enzyme, DTNB colorimetric CoA detection. inhibition, % at 12.5 µM. actives 0.098% (n = 360,000). AID 602405; in the data active = inhibition above about 16%, passing the limit was not always enough; also: strong numbers were not always called active
ERAP1 inh: blocks human ERAP1 aminopeptidase activity | inhibition, % at 10.7 µM | actives 0.15% (n = 340,000) | Q9NZ08 | recombinant ERAP1, Leu-AMC fluorescence, 60 min;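 active = mean replicate inhibition of at least 30%, or all replicates individually reaching that 30% level; inactive = mean below 30% and not every replicate reaching it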;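 also: 0% = neutral control wells and 100% = L-leucinethiol positive control wells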
Target sequence (Q9NZ08 whole entry, looked up): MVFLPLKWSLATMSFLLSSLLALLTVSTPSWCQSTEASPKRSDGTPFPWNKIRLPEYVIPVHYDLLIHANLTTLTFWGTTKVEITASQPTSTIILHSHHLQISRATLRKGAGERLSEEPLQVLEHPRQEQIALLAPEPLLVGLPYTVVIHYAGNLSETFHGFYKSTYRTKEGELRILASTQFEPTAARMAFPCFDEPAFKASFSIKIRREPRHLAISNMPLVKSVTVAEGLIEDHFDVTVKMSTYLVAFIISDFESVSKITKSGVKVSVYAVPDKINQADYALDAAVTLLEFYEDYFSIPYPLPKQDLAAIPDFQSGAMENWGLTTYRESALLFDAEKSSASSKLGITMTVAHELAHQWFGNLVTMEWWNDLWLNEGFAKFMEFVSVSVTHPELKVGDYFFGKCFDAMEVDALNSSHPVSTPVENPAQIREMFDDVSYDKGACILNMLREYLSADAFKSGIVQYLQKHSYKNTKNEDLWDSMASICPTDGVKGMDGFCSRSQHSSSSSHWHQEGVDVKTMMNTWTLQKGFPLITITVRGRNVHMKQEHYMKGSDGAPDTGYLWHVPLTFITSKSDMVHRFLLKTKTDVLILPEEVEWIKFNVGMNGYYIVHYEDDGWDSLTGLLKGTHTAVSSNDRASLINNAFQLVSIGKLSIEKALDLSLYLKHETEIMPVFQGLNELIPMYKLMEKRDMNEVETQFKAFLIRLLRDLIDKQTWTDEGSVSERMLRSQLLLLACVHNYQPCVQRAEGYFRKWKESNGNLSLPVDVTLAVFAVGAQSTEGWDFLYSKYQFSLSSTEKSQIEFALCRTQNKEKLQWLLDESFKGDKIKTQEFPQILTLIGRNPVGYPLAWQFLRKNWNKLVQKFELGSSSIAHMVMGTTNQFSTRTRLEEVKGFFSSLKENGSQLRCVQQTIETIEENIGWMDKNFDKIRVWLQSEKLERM
LGR2 inh: blocks bursicon-induced cAMP signaling via Drosophila LGR2 | HEK293 LGR2, CRE-luciferase, bursicon-stimulated, 4 h | inhibition, % at 9.99 µM | actives 0.35% (n = 380,000) | AID 720647;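 active = drop in luminescence signal, shown as inhibition above about 50% in the replicate tests, limit read from the data, passing the limit was not always enough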;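 also: agonist challenge used bursicon conditioned medium at about half maximal strength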
EWS-Fli block: blocks EWS/Fli oncoprotein-driven transcription | actives 0.67% (n = 350,000) | A673 NR0B1-luciferase reporter, viability-normalised | inhibition, % at 12.6 µM;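 active = mean inhibition of at least 50% after viability correction, with every replicate also passing that limit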;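 also: firefly luciferase signal divided by Alamar Blue viability fluorescence both relative to DMSO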
Active calls of the source: *; nt = not tested or not shown; & = joins results of further samples.

SMILES	PAX8 inh HTS	S100A4 inh HTS	FN deposition inh	PGC1a acetyl inh	PglD inh	ERAP1 inh	LGR2 inh	EWS-Fli block
C=CCNC(=O)CSc1nc2cc(C(=O)OCC)ccc2n1CC	nt	0	nt	2	2	0	-16	2
CN1CCN(C(=O)C2CCC(=O)N(CCc3cccc(F)c3)C2)CC1 (stereo not given)	-3	2	1	4	-3	-3	-8	5
C[C@H](CO)N1C[C@H](C)[C@H](CN(C)Cc2ccc(C(F)(F)F)cc2)Oc2ccc(NC(=O)Nc3ccccc3)cc2CC1=O	nt	-1	nt	-4	-5	-3	0	0
COc1ccccc1N1CCN(C2CCCN(S(=O)(=O)c3ccccc3)C2)CC1 (stereo not given)	19	-1	nt	-3	-4	-1	2	12
COc1ccc(NC(=O)CN(C)C(=O)c2cc(C)oc2C)cc1	-1	-2	0	nt	3	-1	1	-1
CC(C)[C@H](NC(=O)C1CCN(S(=O)(=O)c2ccc(F)cc2)CC1)C(=O)N1CCCC1	1	0	16	-7	-4	2	9	-3
CCOc1nc(C)ccc1-c1noc(-c2ccncc2)n1	-68	nt	3	1	5	nt	nt	nt
O[C@H]1CN(Cc2cccs2)[C@@H](c2ccccc2)C[C@@H]1n1cc(-c2ccc(F)cc2)nn1	0	-8	nt	nt	8	4	5	4
CCOC(=O)C1CCCCN1C(=O)CCc1c(C)nc2cc(-c3ccccc3)nn2c1C (stereo not given)	-30	-4	1	-19	-3	1	-44	51*
O=c1[nH]c(SCc2ccc(Cl)cc2)nc2c1CCC2	-11	nt	-3	-7	4	nt	nt	nt
O=C(C[C@H]1CC[C@H]2[C@@H](COC[C@@H](O)CN2C(=O)c2cccnc2)O1)NC1Cc2ccccc2C1	-14	-15	1	3	2	-3	-19	7
COC1=CC(=O)CC(C)C12Oc1c(Cl)c(OC)cc(OC)c1C2=O (stereo not given)	28	1&-10	6&-6	nt	1	1	-8	3
C[C@@H]1CN([C@@H](C)CO)C(=O)c2cc(-c3ccc(C#N)cc3)cnc2O[C@H]1CN(C)C(=O)CN(C)C	nt	8	-4	9	-1	0	-2	-16
O=C(C[C@@H]1C[C@@H]2c3cc(NC(=O)C4CCOCC4)ccc3O[C@@H]2[C@@H](CO)O1)NC1CCCCC1	8	-3	-9	-10	1	0	-8	2
COc1cccc(NC(=O)N2CCc3nc(Nc4ccc(C(C)C)cc4)ncc3C2)c1	11	-1	0	-7	7	3	nt	-25
CC1CC(OCC(O)CN2CCOCC2)CC(C)(C)C1 (stereo not given)	0	1	6	3	4	-1	0	nt
Oc1ccc(C[C@@H]2CNCCN2CCc2cc(C(F)(F)F)cc(C(F)(F)F)c2)cc1	11	-2	1	nt	2	-3	1	13
CC(=O)c1ccc(N2CCN(C(=O)Cc3cccs3)CC2)cc1	-5	3	4	-18	-6	3	nt	-8
COc1ccc(NC(=O)Nc2ccc3c(c2)C(=O)N([C@@H](C)CO)C[C@@H](C)[C@H](CN(C)S(=O)(=O)c2cccs2)OCCCC[C@@H](C)O3)cc1	38	-2	nt	6	3	2	-3	8
Cc1ccccc1NC(=O)c1nn(C)c(C(=O)Nc2ccccc2C)c1[N+](=O)[O-]	-4	1	1	14	4	0	-4	7
CO[C@@H]1CN(C)C(=O)c2cc(NS(=O)(=O)c3cccc(F)c3)ccc2OC[C@@H](C)NC[C@@H]1C	-12	-28	1	2	-1	nt	2	2
N#C/C(=C/c1cn(-c2ccccc2)nc1-c1cccc(S(=O)(=O)N2CCOCC2)c1)C(=O)NCc1ccco1	-19	8	-6	nt	nt	1	-5	-7
Cc1ccc(CSCC(=O)N2CCN(c3ccccc3)CC2)cc1	13	-1	-8	nt	nt	0	-7	-13
Cc1ccc2c(C)c(C(=O)N3CCN(c4ccncc4)CC3)oc2c1C	-14	-3	nt	4	-1	-2	4	nt
O=c1c2ccccc2ncn1-c1ccccc1C(F)(F)F	6	-4	-2	2	nt	10	0	5
COCC(=O)N1CC2(C1)[C@H](c1ccccc1)[C@H](CO)N2C(=O)c1cccnc1	-1	4	nt	4	nt	4	1	1
CC(C)Oc1cccc(C(=O)C2CCCN(C(=O)c3ccoc3)C2)c1 (stereo not given)	-15	3	-2	8	2	-1	-8	-20
CCOC(=O)c1ccc(N2C(=O)CC(Sc3nc(C)cc(C)n3)C2=O)cc1 (stereo not given)	-16	-1	3	nt	-1	-2	-3	8
CCc1cc(=O)oc2cc(OC(C)C(=O)O)c(Cl)cc12 (stereo not given)	-5	nt	-7	-4	-1	nt	nt	nt
O=C(Nc1cccc(F)c1)N1CCCCN2[C@H](CO)[C@@H](c3ccc(C#CC4CC4)cc3)[C@H]2C1	-30	-28	nt	-6	1	1	6	2
O=C(NC(=S)Nc1ccc2[nH]c(=O)[nH]c2c1)c1cncc(Br)c1	-1	-3	5	2	nt	-11	-23	10
CC(C)c1cccc(-c2csc(C(O)c3ccco3)n2)c1 (stereo not given)	-75	-7	-2	5	-2	-1	-37	-50
CC(=O)Nc1ccc(S(=O)(=O)N2CCN(c3ncccn3)CC2)cc1	23	0	-3	-2	6	-3	16	-6
C[C@@H]1CN([C@H](C)CO)C(=O)c2cc(NS(=O)(=O)c3cccs3)ccc2O[C@@H](C)CCCCO[C@H]1CN(C)S(=O)(=O)c1ccc(F)cc1	20	-3	nt	8	0	4	6	-30
CC(C)CC#Cc1ccc2c(c1)O[C@@H](CN(C)C(=O)c1ccncc1)[C@@H](C)CN([C@H](C)CO)S2(=O)=O	nt	-12	2	2	-7	0	-44	2
COc1ccc(C(=O)Nc2cc3c4c(c2)C(C)C(=O)N4CCC3)cc1OC (stereo not given)	-14	2	0	-12	-3	-3	4	-2
O=C(c1ccc2c(c1)OCO2)N1CCCCN2[C@H](CO)[C@H](c3ccc(-c4ccccc4)cc3)[C@@H]2C1	-4	21	nt	0	-4	-1	13	nt
CCn1cc(CN2CCC(n3nccc3NC(=O)C3CCCC3)CC2)cn1	-10	-4	-2	-4	-2	0	7	nt
COC(=O)[C@]12C[C@H](CC(=O)N3CCN(C(=O)c4ccco4)CC3)C(=O)N(CCC3=CCCCC3)C1=C[C@H](C(C)(C)C)O[C@@H]2C	37	10	-2	nt	nt	1	21	6
O=C(C=NNc1ccccc1)c1ccccc1	nt	-4	1	4	3	1	-17	34
CSc1nsc(/C=C/Nc2ccc(F)cc2)c1C#N	-3	0	1	nt	nt	-2	nt	5
CC1CCCCC1NC(=O)Cc1ccc(S(=O)(=O)N2CCOCC2)s1 (stereo not given)	5	2	-6	-5	-1	3	8	5
CC(C)N(C(=O)Cn1cc(SCC(=O)N2CCCC2)c2ccccc21)C(C)C	-14	-2	-12	nt	nt	-2	19	5
O=C(Nc1nc(-c2ccc(-c3ccccc3)cc2)cs1)c1cc([N+](=O)[O-])ccc1N1CCOCC1	-8	-1	-24	-3	nt	5	-10	-15
O=C(Nc1ccc(N2CCOCC2)cc1)c1cccc2c(Br)cccc12	-5	-2	3	-1	1	2	1	nt
O=C(NCc1cccnc1)c1cc(C2CCCCN2C(=O)c2ccc(Cl)cc2)on1 (stereo not given)	7	-3	-3	-3	8	-2	25	15
O=C(NCCc1ccc(F)cc1)C1CCCCC1	-40	6	-21	nt	nt	-4	-3	-12
COc1ccc(S(=O)(=O)NCC2CCC(C(=O)NCc3ccc(F)cc3)CC2)cc1 (stereo not given)	-3	-9	-3	-2	-9	0	6	4
C[C@H](CO)N1C[C@H](C)[C@H](CN(C)C(=O)C2CC2)Oc2cc(C3=CCCCC3)ccc2S1(=O)=O	nt	-4	nt	-12	2	-2	15	4
COc1ccccc1NC(=O)CSc1nc(=O)n(CCN(C)C)c2c1CCCC2	-10	2	nt	-8	-8	-4	4	-2
O=C(Nc1ccc(O)c(-c2nc3ccccc3s2)c1)c1cccs1	22	0	1	nt	nt	1	nt	-4
COc1ccc(CCNC(=O)c2nnn(CC(=O)Nc3ccccc3C)c2N)cc1OC	-15	nt	-3	1	-1	nt	nt	nt
C[C@@H]1CCCCO[C@@H](CN(C)C(=O)Nc2ccccc2)[C@H](C)CN([C@H](C)CO)C(=O)c2cc(NS(=O)(=O)c3ccc(F)cc3)ccc2O1	25	nt	-2	-2	0	nt	16	4
Cc1ccc(S(=O)(=O)Nc2ccc3c(c2)CC(=O)N([C@H](C)CO)C[C@@H](C)[C@H](CN(C)C(=O)Nc2ccc(F)cc2)O3)cc1	-1	-24	nt	4	-2	1	-5	-3
CC(C)(C)N(Cc1ccccc1)C(=O)c1cc2ccccc2o1	-16	5	6	-10	-7	-1	9	19
CCC(=O)c1c[nH]c(C(=O)NCc2cccnc2)c1	1	0	2	nt	nt	-2	3	8
FC(F)(F)c1ccccc1NC(=S)N/N=C1\CC2CC=CC12 (stereo not given)	-11	-6	-7	nt	nt	-1	2	2
Cc1ccc(F)cc1S(=O)(=O)N[C@H]1CCN(Cc2ccc(OC(C)C)cc2)C1	-9	0	nt	-5	nt	-2	nt	6
C/C(N)=C(/C#N)C(=O)CSc1nnc(-c2ccc(OC(F)F)cc2)o1	-126	-5	1	4&5	-1&5	0	-87	-93
CCCc1cc(C(=O)OC)c(NC(=O)CCCC(=O)O)s1	1	-2	-7	-4	nt	1	-4	9
Remaining list, next part.
SMILES	PAX8 inh HTS	S100A4 inh HTS	FN deposition inh	PGC1a acetyl inh	PglD inh	ERAP1 inh	LGR2 inh	EWS-Fli block
CCCNC(=O)N(C)C[C@H]1Oc2ncc(C#CC3CCCCC3)cc2C(=O)N([C@H](C)CO)C[C@@H]1C	nt	-4	9	-11	1	3	5	21
CCc1ccccc1Nc1nc(N)nc(COC(=O)C2=COCCO2)n1	-34	-1	-3	2	5	3	-19	-16
CCCOc1ccc(OCC(=O)c2[nH]c(C)c(C(C)=O)c2C)cc1	nt	4	nt	2	nt	4	-8	13
COc1cccc(-c2ccc3c(c2)O[C@@H](CN(C)Cc2cccnc2)[C@H](C)CN([C@@H](C)CO)S3(=O)=O)c1	20	-3	8	-2	1	-1	-2	29
COC(=O)c1ccc(NCc2c(O)ccc(O)c2Br)cc1Cl	6	-4	5	nt	nt	1	-38	72*
COC(=O)Cn1c(=NC(=O)C2COc3ccccc3O2)sc2cc(S(N)(=O)=O)ccc21 (stereo not given)	19	-2	-6	3	-3	4	1	4
C[C@@H]1CN([C@H](C)CO)C(=O)c2cc(-c3cncnc3)cnc2O[C@@H]1CN(C)Cc1cncnc1	-2	-5	nt	0	0	-1	1	-24
Cc1cc(NC(=O)Cn2c(=O)oc3ccccc32)no1	5	-2	-4	-6	-2	2	-28	1
COc1ccccc1NC(=O)CCS(=O)(=O)c1cc2c(cc1Cl)NC(=O)CO2	-9	42	2	9	4	-1	14	-1

Six records picked at random from those above:
SMILES	PAX8 inh HTS	S100A4 inh HTS	FN deposition inh	PGC1a acetyl inh	PglD inh	ERAP1 inh	LGR2 inh	EWS-Fli block
O=C(NC(=S)Nc1ccc2[nH]c(=O)[nH]c2c1)c1cncc(Br)c1	-1	-3	5	2	nt	-11	-23	10
CC(C)[C@H](NC(=O)C1CCN(S(=O)(=O)c2ccc(F)cc2)CC1)C(=O)N1CCCC1	1	0	16	-7	-4	2	9	-3
CCc1cc(=O)oc2cc(OC(C)C(=O)O)c(Cl)cc12 (stereo not given)	-5	nt	-7	-4	-1	nt	nt	nt
C[C@@H]1CN([C@H](C)CO)C(=O)c2cc(-c3cncnc3)cnc2O[C@@H]1CN(C)Cc1cncnc1	-2	-5	nt	0	0	-1	1	-24
C/C(N)=C(/C#N)C(=O)CSc1nnc(-c2ccc(OC(F)F)cc2)o1	-126	-5	1	4&5	-1&5	0	-87	-93
C[C@@H]1CCCCO[C@@H](CN(C)C(=O)Nc2ccccc2)[C@H](C)CN([C@H](C)CO)C(=O)c2cc(NS(=O)(=O)c3ccc(F)cc3)ccc2O1	25	nt	-2	-2	0	nt	16	4
